# EWS-Fli block: EWS/Fli-driven NR0B1 reporter inhibitors, primary screen, A673 cells, NR0B1 luciferase, luminescence, MLPCN library; viability-normalised; inhibition, % at 12.6 µM; hit rate 0.67% among 350,000; AID 651661, 2012;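 active = mean inhibition of at least 50% after viability correction, with every replicate also passing that limit; inconclusive = mean reaches 50% but only one of two replicates passes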;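 also: firefly luciferase signal divided by Alamar Blue viability fluorescence both relative to DMSO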
# FN deposit inh: inhibitors of fibronectin matrix deposition, primary screen, AH1F cells, Alexa488-fibronectin fluorescence, plate reader | AH1F fibroblasts, overnight | inhibition, % at 12.6 µM | hit rate 0.086% among 350,000;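 active = mean inhibition across replicates of 30% or more, regardless of how many single replicates reach that level; inconclusive = mean under 30% yet at least half of replicates reach 30%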;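 also: positive control wells lacked labelled fibronectin entirely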
#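 Test system: AH1F fibroblast monolayer depositing Alexa488-labelled fibronectin into matrix. Input: 10000 cells per well. Technique: fluorescence, ex 485 nm, em 525 nm. Buffer or medium: DMEM plus 2% serum, read in PBS. Timing: 1 h cell adhesion before compound, then overnight fibronectin incubation. Compound: single dose, pinned. Read-out basis: inhibition from reduced deposited-fibronectin fluorescence.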
# INS-1E GSIS act: GLuc luminescence reporter in INS-1E cells, primary screen for activators of glucose-dependent secretion of insulin; INS-1E GLuc reporter insulin secretion, 2-3 h; activation, % at 16.6 µM; hit rate 0.61% among 370,000; AID 743287, 2014;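 active = lowest replicate activation of at least 40%, so every replicate reaches that level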;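 also: 0% = median of neutral control wells and 100% = median of IBMX positive control wells; some compounds called inactive have numbers as strong as hits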
# DENV2 CPE rescue: inhibitors of DENV2 cytopathic effect, primary screen, cell-based, plate reader, single concentration; hit rate 1.7% among 350,000; DENV2-infected cells, cytopathic effect rescue; CPE inhibition, % at 9.99 µM; AID 651640, 2012; in the data active = CPE inhibition above about 20%, passing the limit was not always enough; inconclusive = no clear call, values can overlap the other calls; tested in BHK-21 cells;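 also: 0% = median of neutral control wells and 100% = median of positive control wells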
# CFTR F508del cor: F508del CFTR correction, initial screen, CFBE line, single point; CFBE cells, YFP halide quenching; stimulated with forskolin plus potentiator P3; % fluorescence drop versus neutral controls; activity (quench increase), % at 7.58 µM; hit rate 0.36% among 350,000;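 active = mean added fluorescence quench of at least 8% versus neutral control, with both replicates also reaching 8%; inconclusive = only one of the mean or replicate conditions met; inactive = mean below 8% and not both replicates reaching 8%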;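 also: cells transiently co-express mutant CFTR-F508del with the halide-sensitive YFP; corrector assay measuring rescue of mutant channel to the surface after 24 h compound exposure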
# miR122 inh: miR-122 Renilla sensor signal increase in Huh7, primary screen, miR-122 inhibitor project, cell-based, single point, plate reader. Huh7 miR-122 Renilla luciferase sensor, 48 h; neutral wells = 0, positive control = 100. activation (reporter increase), % at 12.5 µM. hit rate 0.3% among 340,000;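 active = mean replicate activation score at least 90 and every replicate individually at or above 90; inconclusive = only one of the two criteria met; inactive = neither criterion met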;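 also: higher luciferase means less miR-122 activity so hits act as miR-122 inhibitors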
# PAX8 reporter: inhibitors of PAX8-driven TPO luciferase reporter, primary screen, RMG-I cells, single concentration. hit rate 1.2% among 360,000. SteadyGlo, 24 h. inhibition, % at 12.6 µM;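 active = mean replicate inhibition at least 60% with every replicate also reaching 60%; inconclusive = only one of the two criteria is met; inactive = mean below 60% and not all replicates reaching 60%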;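 also: luciferase light reporting Pax8 driven TPO promoter activity; plate controls were median of neutral control wells for no effect and mitoxantrone controls for full effect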
# An asterisk follows results filed as active; ? = inconclusive; . = no result given; [ ] = another dose, or the depositor's remark.
SMILES,EWS-Fli block,FN deposit inh,INS-1E GSIS act,DENV2 CPE rescue,CFTR F508del cor,miR122 inh,PAX8 reporter
CCOC(=O)C1(C)CCN1C(=O)c1ccc(C#N)cc1 (centres undefined),-3,4,0,-6,2.6,-2,1
COc1cccc(C#Cc2cnc3c(c2)C(=O)N([C@@H](C)CO)C[C@H](C)[C@@H](CN(C)C(=O)C2CCOCC2)O3)c1,-3,.,1,-5,-1.6,-9[16.7 µM],-12
Cn1c(=O)[nH]c(=O)c2c1nc(N1CCCCC1)n2CCCSc1nnnn1-c1ccccc1,4,-4,18,-8,-1.1,-1,29
N#CC(c1ccc(O)cc1)c1ncc(C(F)(F)F)cc1Cl (centres undefined),8,-7,-11,?,-1.5,.,7
CC(C)NC(=O)N(C)C[C@H]1OCCCC[C@@H](C)Oc2ccc(NC(=O)Cc3ccccc3)cc2C(=O)N([C@@H](C)CO)C[C@@H]1C,.,-7,-12,6,-0.4,-2[16.7 µM],16
CC(=O)c1cccc(OCC(=O)Nc2cc(Cl)ccc2-n2cncn2)c1,-36,6,31,5,0.5,-4,-79
O=C(c1cn(Cc2ccccc2)nc1-c1ccccc1)N1CCN(c2ccccn2)CC1,54*,1,-39,3,3.2,.,14
C(=Nn1cnnc1)c1ccc2c(c1)CCC2,2,9,9,?,0.1,1,19
CN(C)C(=O)c1cccc(-c2ccc3n(c2=O)C[C@@H]2N[C@H]3[C@H](C(=O)NC3CCC3)[C@H]2CO)c1,-4,.,7,-7,.,.,-17
COC(=O)[C@H](C)NC(=O)NC1CCCc2ccccc21 (some centres undefined),13,.,2,2,-0.2,-14,.
Nc1c(C(=O)c2ccco2)oc2ccccc12,-1,5,12,-1,14*,.,-25
O=C(CNC(=O)C1CCCCC1)NCc1ccco1,-2,7,8,2,-0.3,.,-10
O=C(O)c1cccc(NC(=S)NC(=O)c2ccc(-c3ccccc3)cc2)c1,-49,-5,-11,-6,-1.1,.,-158
COc1ccc(-c2cn(CC[C@H]3CC[C@H](NC(=O)Nc4ccc(F)cc4)[C@@H](CO)O3)nn2)cc1,-9,-3,0,-4,0.9,.,-26
CCN1CCN(Cc2nnc(-c3ccc(C)cc3)o2)CC1,2,5,0,-4,-1.8,-5,6
Cc1ccc(NC(=O)CCC(=O)OCc2ccc(Br)cc2)cc1,.,2,5,.,.,.,-16
CNC[C@H]1OCCCC[C@@H](C)Oc2ccc(NS(=O)(=O)c3c(C)noc3C)cc2C(=O)N([C@H](C)CO)C[C@@H]1C,-10,.,3,-8,0.3,-1[16.7 µM],-3
CCNC(=O)C[C@@H]1CC[C@H]2[C@@H](COc3ccc(NC(=O)c4ccc(F)cc4)cc3C(=O)N2C)O1,8,-23,1,-1,0.1,0[16.7 µM],-3
CCOc1ccc(NC(=O)Cc2c(C(=O)O)n(C)c3ccccc23)cc1,-18,2,0,-2,1.1,19,22
O=C(COc1coc(CN2CCN(c3ccccc3)CC2)cc1=O)Nc1cccc(F)c1,8,2,-7,-1,-3.5,.,-8
O=C(O)c1cccc(N=NN2CCCCCC2)c1,.,15,21,.,.,-3,-9
Cc1ccccc1C(=O)NN1C(=O)CSC1=S,10,-4,-21,4,0.6,1,7
Cc1cccc(-n2c(C)cc(/C=N\NC(=O)c3ccco3)c2C)c1,-56,6,-2,16,.,.,-65
COc1ccc(C(=O)C2CCCN(C(=O)c3c4c(nn3C)CCCC4)C2)cc1F (centres undefined),-5,2,4,0,2.7,.,-19
COC(=O)C[C@H]1CC[C@@H]2[C@@H](COc3ccc(NC(=O)C4CC4)cc3C(=O)N2C)O1,-3,4,2,7,-0.7,-1[16.7 µM],-5
O=C(NCc1ccc2c(c1)OCO2)C1CCC(CNc2c(N3CCCCC3)c(=O)c2=O)CC1 (centres undefined),-2,-3,0,20,-5.3,-3,17
O=C(C[C@@H]1C[C@H]2c3cc(NS(=O)(=O)c4ccc(F)cc4)ccc3O[C@H]2[C@@H](CO)O1)NC1CCCCC1,3,.,-11,2,1.6,-1[16.7 µM],6
O=C(c1cccc(F)c1)N1CC(=O)N2[C@H](CO)[C@@H](c3ccc(/C=C/c4ccccc4)cc3)[C@H]2C1,26,0,-7,-8,1.4,.,1
CCCOc1ccc(N2C(=O)CC(NCc3cccnc3)C2=O)cc1 (centres undefined),-3,-16,-9,-3,-1.1,4,-2
CC(C)C#Cc1ccc([C@H]2[C@H]3CN(S(=O)(=O)Cc4ccccc4)CCCCN3[C@H]2CO)cc1,-1,.,-20,.,-3.1,4[16.7 µM],10
CCN(CC)CCn1c2c(c(SCC(=O)NCc3ccccc3)nc1=O)CCC2,-3,2,4,0,-2.8,-5,.
Cc1ccc(S(=O)(=O)N(C)C[C@H]2Oc3ccc(NC(=O)C4CC4)cc3CC(=O)N([C@H](C)CO)C[C@@H]2C)cc1,18,.,2,3,-3.3,7[16.7 µM],-4
Cc1nnc(NCc2ccco2)s1,.,4,.,.,.,-1,16
CCN1CCN(C(=O)/C(=C/c2ccco2)NC(=O)c2ccccc2)CC1,11,-1,0,8,-0.5,.,4
O=C(Nc1ccc(C(F)(F)F)cc1)Nc1ccc2c(c1)[C@H]1C[C@@H](CC(=O)N3CCc4ccccc4C3)O[C@H](CO)[C@H]1O2,3,4,8,5,0.8,1[16.7 µM],98*
CCn1cc(Cl)c(C(=O)Nc2ccccc2C(N)=O)n1,-27,0,0,-5,0.7,-6,-15
O=c1[nH]cnc2scc(-c3ccc(Br)cc3)c12,-7,-4,5,2,1.8,.,-19
Cc1ccccc1Nc1nnc(SCC(=O)NCC2CCCO2)s1 (centres undefined),5,-3,1,-3,0.2,.,4
O=C(/C(Cl)=C/Nc1ccc(Br)cn1)C(F)(F)F,-2,-11,2,2,-3.0,.,-14
O=S(=O)(c1ccc(F)cc1)N1CCCN(Cc2c(F)cccc2F)CC1,9,3,-16,6,1.8,3,21
CCNC(=O)C[C@@H]1CC[C@@H]2[C@H](COc3ccc(NC(=O)c4ccc(F)c(F)c4)cc3C(=O)N2C)O1,4,-7,1,90*,0.7,10[16.7 µM],-16
COc1ccc(OC)c(Cc2nnc(CCC(=O)NCc3ccc(C)s3)o2)c1,12,6,7,-1,-0.4,.,4
Cc1cnc(C(=O)OCC(=O)N(Cc2ccccc2)C(C)C)cn1,0,-2,8,-4,2.3,6,-2
Cc1noc(C)c1S(=O)(=O)Nc1cccc2c1O[C@H](CN(C)Cc1ccccc1)[C@H](C)CN([C@@H](C)CO)C2=O,5,.,9,10,1.9,-3[16.7 µM],-5
CCCN1[C@H](C(=O)N(C)C)[C@@H](CO)[C@@H]2Cn3c(ccc(-c4ccc(OC)cc4)c3=O)[C@@H]21,-2,.,7,1,-2.0,4[16.7 µM],4
Cc1ccc(Sc2oc(/C=N/n3cnnc3)cc2Br)cc1,-15,.,0,6,-1.1,.,.
Cc1nc2cc(NS(=O)(=O)c3ccccc3)ccc2n1C,-30,4,4,4,5.3,-3,3
COc1cc(/C=C/c2cc(C(=O)O)c3ccccc3n2)cc(OC)c1O,-10,-13,-13,-9,0.2,.,10
CCCN1CCC(C(=O)NC(c2ccc(Cl)cc2)c2ccsc2)CC1 (centres undefined),11,5,11,-5,1.4,5,-9
CC(=O)N(C(C)=O)S(=O)(=O)c1ccc(N=NN2CCCCC2)cc1,-5,3,7,4,.,-10,32
Cc1cs/c(=N\N=C\c2ccc(O)cc2)n1Cc1ccco1,.,-21,30,.,.,.,-67
C[C@H](CO)N1C[C@H](C)[C@H](CN(C)C(=O)Nc2ccc(C(F)(F)F)cc2)Oc2c(NS(C)(=O)=O)cccc2C1=O,-2,.,-7,0,-0.5,4[16.7 µM],-12
N#CCCN1CCN(C2=NC(=O)C(=C3CCCCC3)S2)CC1,.,0,-35,.,.,1,-51
CCOc1ccc2[nH]c(S(=O)(=O)CC)nc2c1Cl,.,3,.,.,.,-5,10
CSCCC(NC(=O)c1ccccc1)C(=O)NCC(C)(C)N1CCOCC1 (centres undefined),3,2,21,7,3.9,2,1
Oc1ccc(C[C@@H](CN2CCCC2CN2C(=S)NC[C@@H]2Cc2ccccc2)N2C[C@H](Cc3ccccc3)N(CC3CCCCC3)C2=S)cc1 (some centres undefined),17,-15,.,-1,-2.3,.,19
CCCNC(=O)Nc1ccc2c(c1)C(=O)N(C)C[C@@H](OC)[C@H](C)CN(C(=O)C1CCOCC1)[C@@H](C)CO2,-6,-12,14,5,-0.2,.,-1
O=C(CC1CCCC1)N[C@H](C(=O)N1CCC[C@H]1C(=O)NC1CCCC1)C1CCCCC1,-7,1,-8,0,0.4,.,2
C[C@@H]1CCCCO[C@@H](CN(C)Cc2ccc(Cl)c(Cl)c2)[C@H](C)CN([C@@H](C)CO)C(=O)c2cc(NS(C)(=O)=O)ccc2O1,8,.,-20,-4,6.2,-2[16.7 µM],7
CC(=O)NN=C1CCC(c2ccccc2)CC1 (centres undefined),.,-5,4,.,.,-3,14
# (more compounds)
SMILES,EWS-Fli block,FN deposit inh,INS-1E GSIS act,DENV2 CPE rescue,CFTR F508del cor,miR122 inh,PAX8 reporter
Oc1ccc(Cl)cc1C1=NNC(c2cccs2)C1 (centres undefined),-40,6,-9,-4,0.6,18,-27
COC(=O)[C@H](Cc1ccccc1)NC(=O)NCc1ccc(S(N)(=O)=O)cc1,.,3,3,.,.,-4,.
CCOc1ccc(N(CC(=O)NCC2CCCO2)S(=O)(=O)c2ccc(C)cc2)cc1 (centres undefined),5,4,-12,-5,-1.9,16,17
COc1ccc(/C=N/n2cnn(Cc3ccccc3Cl)c2=S)cc1,-21,0,-14,-4,1.2,.,-12
O=C(NCc1cccs1)C1CC(=O)N(c2ccc(Cl)cc2)C1 (centres undefined),-5,4,.,-4,-1.3,.,-10
CCc1ccc(N2C(=O)c3sc4nnc(C)c(=O)n4c3C2=O)cc1,.,-13,.,.,.,-3,13
O=C(C[C@@H]1C=C[C@@H](NC(=O)Nc2cc(F)ccc2F)[C@H](CO)O1)Nc1ccc(-c2ccccc2)cc1,-6,9,12,7,-0.1,.,.
O=C(NC(=S)Nc1ccc(Cl)cc1)c1cncc(Br)c1,12,-1,8,-1,-1.4,.,9
COc1ccccc1CN(C)C[C@H]1OCc2cn(nn2)CCCC(=O)N([C@@H](C)CO)C[C@@H]1C,-3,-9,-2,?,0.4,1[16.7 µM],-19
CCN(CC(=O)N1CCCC1)S(=O)(=O)c1ccc(OC)cc1,2,0,-4,-2,-2.3,1,9
CC(C)OC(=O)N(C)C[C@@H]1OCc2ccccc2-c2c(n(C)c3ccccc23)C(=O)N([C@H](C)CO)C[C@H]1C,8,10,-6,15,-2.3,.,.
CC(=O)C1=C(C)NC(SCc2cccc3ccccc23)=C(C#N)C1c1ccco1 (centres undefined),1,-12,28,-5,.,.,16
Cc1ccc(NC(=O)CSc2nnc3ccccn23)cc1,-9,-4,12,1,1.4,-4,-41
COc1ccc(CN2CCN(C(=O)c3ccc4c(c3)CCC4)CC2)cc1OC,3,-3,28,14,-1.6,5,17
COc1cc(NC(=O)COC(=O)CNC(=O)C23CC4CC(CC(C4)C2)C3)cc(OC)c1,-4,0,-46,13,0.5,-1,4
